Screening results deposited in PubChem by National Center for Advancing Translational Sciences (NCATS).
GAA inhib – inhibitors of human lysosomal alpha-glucosidase | P10253 | purified human GAA, 4-MU-alpha-glucoside fluorescence | Potency, µM (highest dose often 76.9 µM), for the others: at the top dose activity change, negative = inhibition, actives largely listed as inhibitors | hit rate 0.005% among 200,000;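 note: potency is the fitted concentration of half-maximal effect; plate controls were uninhibited enzyme wells for no effect and no-enzyme background for full effect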
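Enzyme (4 nM final) mixed with compound (up to 77 uM), then 4-MU-alpha-D-pyranoside (400 uM final) added; 20 min at room temperature, pH 5.0. Reaction stopped at pH 10, fluorescence read, AC50 derived by Hill fit.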
LMNA splice mod – changes lamin A minigene splicing in HeLa cells | hit rate 0.01% among 200,000 | AID 1487 | HeLa LMNA splicing GFP/RFP minigene ratio, 48 h | Potency, µM (series often up to 46.1 µM), without a hit: at the top dose ratio change, negative = inhibition, actives largely listed as inhibitors; active = well fitted inhibition curve with a large enough effect in the signal ratio, with a control signal flat, not every such curve was filed as active; inconclusive = small, poorly fitted or top-dose-only effect, or effect the other way, or a change in a side signal; the % refers to the signal ratio; note: potency is the fitted concentration of half-maximal effect; % is set by controls: 0 for no effect and ±100 for the full control effect
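S3 HeLa stable clones carrying a lamin A-EGFP splicing minigene plus DsRed2 were seeded at 600 cells/well in Opti-MEM with 2% FBS, pin-dosed and incubated 48 h at 37°C. Acumen cytometry (488 nm) gave the GFP/RFP total-intensity ratio.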
HttQ103 aggreg – mutant huntingtin aggregation inhibition; PC12 HttQ103-GFP aggregates, Acumen cytometry, 40 h; hit rate 1.1% among 220,000; Potency, µM (titrated, usually from 46.1 µM), for the others: at the top dose activity change, negative = inhibition, hits mostly inhibitors; AID 1688; note: potency is the fitted concentration of half-maximal effect; % is set by controls: 0 for no effect and ±100 for the full control effect; nearly all actives have a fitted effect of over 60% in size
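Quantitative HTS on tebufenozide-induced (100 nM) PC12 cells stably expressing polyQ103 Huntingtin exon 1–GFP. Reduction of bright GFP aggregates, detected by laser scanning cytometry after lysis, identified actives across the titration.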
CBFb RUNX1 block – CBF-beta/RUNX1 interaction disruption. Q01196+Q13951. AlphaScreen CBFb-His/RUNX1-biotin binding, biochemical. Potency, µM (titrated, usually from 59.8 µM), for inactives: top-dose activity, negative = inhibition, hits mostly inhibitors. 230,000 tested, under 10 active; note: % of control where 0% means no effect
Target sequence (Q01196 whole entry, looked up): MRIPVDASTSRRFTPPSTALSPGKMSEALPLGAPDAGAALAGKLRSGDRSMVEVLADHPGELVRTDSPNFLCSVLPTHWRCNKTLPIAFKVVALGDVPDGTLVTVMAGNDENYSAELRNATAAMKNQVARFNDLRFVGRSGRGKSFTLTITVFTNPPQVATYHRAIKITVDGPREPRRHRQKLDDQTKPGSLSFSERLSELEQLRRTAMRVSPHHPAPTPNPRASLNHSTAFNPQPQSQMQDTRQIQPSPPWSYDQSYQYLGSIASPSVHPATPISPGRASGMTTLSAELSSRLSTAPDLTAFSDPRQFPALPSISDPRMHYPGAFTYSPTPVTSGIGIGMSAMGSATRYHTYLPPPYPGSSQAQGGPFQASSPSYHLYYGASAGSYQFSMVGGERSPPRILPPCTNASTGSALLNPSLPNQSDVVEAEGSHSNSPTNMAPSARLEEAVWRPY
Target sequence (Q13951 whole entry, looked up): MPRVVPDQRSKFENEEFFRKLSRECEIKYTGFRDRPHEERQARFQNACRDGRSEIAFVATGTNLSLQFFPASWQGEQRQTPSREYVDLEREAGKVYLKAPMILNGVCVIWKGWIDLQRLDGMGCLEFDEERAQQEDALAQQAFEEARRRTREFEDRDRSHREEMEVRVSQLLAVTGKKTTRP
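Inhibition was taken as any reduction in AlphaScreen signal from the CBF-beta–RUNX1 pair (His and biotin tags, 30 nM each), measured after compound (15 min) and bead (90 min) incubations at room temperature.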
HTT ATP protect – Huntington cell model cytoprotection by ATP luminescence | PC12 HTT-Q103 induced, cytoprotection, ATP luminescence, 40 h | Potency, µM (top dose mostly 56.4 µM), without a hit: cytoprotection (ATP increase), usual class: activators | hit rate 0.14% among 230,000;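 note: potency is the fitted concentration of half-maximal effect; % of control where 0% means no effect; nearly all actives have a fitted effect of over 45% in size; toxic huntingtin expression switched on by the ecdysone agonist tebufenozide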
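Compounds added alongside 100 nM tebufenozide, which induces toxic Q103 huntingtin exon 1-GFP in stable PC12 cells; surviving cells quantified by luminescent ATP measurement. Medium: phenol red-free DMEM, 5% equine and 5% calf serum.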
aGlu spleen mod – lysosomal alpha-glucosidase (human) modulation. human spleen homogenate, 4-MU-alpha-glucoside fluorescence. Potency, µM (top dose mostly 79.9 µM), inactives show at the top dose activity change, negative = inhibition, actives largely listed as inhibitors. hit rate 0.006% among 240,000. AID 2112;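 note: potency is the fitted concentration of half-maximal effect; 0% = enzyme with vehicle and -100% = no enzyme basal signal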
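Human spleen homogenate (1 ug) with 4-methylumbelliferyl-alpha-D-glucopyranoside (1 mM final) in 50 mM citrate/phosphate pH 5.0, 0.01% Tween-20; 40 min at 37 C. Stopped at pH 10; 4-MU fluorescence Ex 365/Em 440 nm; AC50 by Hill fit.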
GAA glycogen – alters human alpha-glucosidase cleavage of glycogen; recombinant GAA, glycogen substrate, Amplex Red glucose oxidase fluorescence; Potency, µM (titrated, usually from 76.4 µM), for the others: at the top dose activity change, negative = inhibition, most hits filed as inhibitors; hit rate 0.38% among 300,000; AID 2100;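 note: potency is the fitted concentration of half-maximal effect; 0% = full enzyme reaction and -100% = no-enzyme basal signal; the screen sought inhibitors and activators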
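Recombinant human enzyme (4 nM); glycogen substrate; 37 C, 40 min, pH 5.0. Readout: coupled glucose oxidase/Amplex Red fluorescence.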
* = called active by the depositor; u = inconclusive; x = not tested or not shown; [ ] = dose if it differs, or a comment. Unless noted, calls come from the whole dose curve; as a rule, active = well fitted curve in the direction sought with a large enough effect; inconclusive = small, poorly fitted or top-dose-only effect, or another doubt; inactive = no such curve, though single readings can be large; an effect the other way counts as inactive or inconclusive. No enrichment for hits, and some 1.5% of all compounds hit somewhere here.

The line under a structure holds: GAA glycogen | LMNA splice mod | GAA inhib | CBFb RUNX1 block | HTT ATP protect | HttQ103 aggreg | aGlu spleen mod
- CCOc1ccc(CCN2CN(CC)CNC2=S)cc1OCC
    6% | x | -1% | 0% | -12% | -6% | -2%
- Cc1ccc(C)c(N2CCN(C(c3ccncc3)c3nnnn3Cc3ccccc3)CC2)c1 (stereo not drawn)
    3% | 1% | u | 10% | -11% | -14% | -2%
- O=C(O)COc1ccccc1/C=N/NC(=O)c1cc(-c2ccc(F)cc2)nc2ccccc12
    -25% | x | 2% | 7% | -90%[inhibitor] | -7% | -1%
- COc1cc(CN2C(=S)NC(C)(C)CC2(C)O)cc(OC)c1 (stereo not drawn)
    2% | 6% | 0% | 5% | -25%[10 µM] | -5% | 3%
- CCOc1ccc(N2C(=O)CC(Sc3nc(-c4cccs4)cc(C(F)(F)F)c3C#N)C2=O)cc1 (stereo not drawn)
    -3% | 7% | -6% | -11% | -11% | -2% | -4%
- Nc1c(C(=O)c2ccccc2)oc2ccc(Br)cc12
    -1% | 6% | -3% | 26% | -22% | -10% | 5%
- CC(=O)Nc1ccc(OCC(O)CN2C(C)(C)CC(O)CC2(C)C)cc1 (stereo not drawn)
    11% | -4% | -15% | 1% | 3%[10 µM] | 11% | -5%
- CC1CCCN(c2nc3c(c(=O)n(C)c(=O)n3C)n2CCSc2nc3ccccc3o2)C1 (stereo not drawn)
    0% | 0% | -11% | -2% | -9%[0.074 µM] | -12% | 1%
- O=C(CSc1ncn[nH]1)Nc1ccc(S(=O)(=O)Nc2ncccn2)cc1
    8% | x | 6% | 5% | -6% | -17% | -8%
- C#Cc1ccc([C@H]2C=C(C(=O)N3CCN(Cc4ccccc4)CC3)O[C@@H](OCc3ccc(CO)cc3)C2)cc1
    -9% | x | x | u | 9%[10 µM] | 14%[9.22 µM] | -13%
- COc1cccc(CNc2ncnc3cc(Cl)ccc23)c1
    20% | -3%[46 µM] | 1% | 3% | -39%[inhibitor][1.9 µM] | 10%[9.22 µM] | -15%
- COc1ccccc1/C=C/C1=NC(=C\C=C/c2ccccc2)/C(=O)O1
    5% | -15% | 1% | 0% | -16%[10 µM] | 19% | -7%
- O=C(Nc1ccc(N2CCN(C(=O)c3ccco3)CC2)cc1)c1cccs1
    2% | 1% | 4% | -17% | -29%[10 µM] | -6% | -9%
- Cc1ccc(-c2csc3ncnc(NCCN4CCOCC4)c23)cc1
    8% | u | -2% | 2% | -36% | -32% | -2%
- COC(=O)CSc1nnc(CNc2ccc(OC)cc2)n1C
    u | -4% | -5% | 3% | 4%[10 µM] | -14% | -14%
- O=[N+]([O-])c1ccc(NC(=S)N2CCN(c3ccccc3)CC2)cc1
    3% | u | -3% | -5% | 23%[10 µM] | u | -3%
- Cc1ccccc1OCCC(=O)Nc1ccc(Cl)cc1F
    -3% | -14% | -12% | 6% | x | 6% | 9%
- CCS(=O)(=O)Nc1c(C)n(C)n(-c2ccccc2)c1=O
    5% | -10% | -1% | -4% | 5% | -5%[9.22 µM] | -8%
- CCn1c(SCC(=O)N(C)c2c(N)n(Cc3ccccc3)c(=O)[nH]c2=O)nc2ccccc21
    5% | x | -8%[15.4 µM] | 3% | 1%[10 µM] | 4%[9.22 µM] | 2%
- Cn1cc([N+](=O)[O-])c(C(=O)Nc2cc(Oc3cccnc3)cc([N+](=O)[O-])c2)n1
    9% | u | 4% | -4% | -42%[inhibitor] | u | -7%
- Cn1c(=O)c(C(=O)NC2CCCCCCC2)c(O)c2ccccc21
    8% | -13% | u | 2% | -28% | 21% | -2%
- Cc1cc(NC(=O)CCC(=O)N(Cc2ccco2)C(C(=O)NC2CCCC2)c2ccccc2C)no1 (stereo not drawn)
    -10% | 1% | 3% | 6% | 7%[1.9 µM] | -2% | 0%
- c1ccc(CNCCC(Cc2ccccc2)c2ccco2)cc1 (stereo not drawn)
    3% | x | x | 9% | 3%[10 µM] | -5%[9.22 µM] | -1%
- COc1ccc(/C=C2\OC(=S)N(C)C2=O)cc1
    -6% | u | 1% | 11% | -17%[10 µM] | -9% | -12%
- Cc1cc(C)cc(N(C(=O)c2snc(C(N)=O)c2N)C(C(=O)NCC2CCCO2)c2cccs2)c1 (stereo not drawn)
    8% | x | -3% | 4% | -77%[inhibitor] | u | 5%
- Nc1ccc(C(=O)N/N=C/c2ccccc2)cc1
    -3% | -4% | 4% | 2% | -37% | -3% | 1%
- CCOc1ccccc1NC(=O)CCC(=O)Nc1ccc2nc(N3CCN(C)CC3)cc(C)c2c1
    1% | 7% | 8% | 0% | -7% | 6% | -5%
- CC1=C2C3OC(=O)C(C)[C@@H]3CC[C@](C)(O)C2C2C3C4C5(C12)[C@H]1OC(=O)[C@@H](C)C1CC[C@]4(C)O[C@]5(C)[C@@H]3O (stereo partly drawn)
    13% | 2% | -10% | 4% | x | -15% | -5%
- CN(C)S(=O)(=O)c1cc(NC(=O)CN2C(=O)NC3(CCCc4ccccc43)C2=O)ccc1Cl (stereo not drawn)
    -1% | u | 0% | 11% | 4%[0.074 µM] | -5% | -1%
- O=C(NCCc1c[nH]c2ccccc12)C(=O)NCC1OCCN1S(=O)(=O)c1ccc(F)cc1 (stereo not drawn)
    -5% | u | 3% | 10%[2.36 µM] | x | -7% | -7%
- Cc1ccc(CNC(=O)C(Cc2ccccc2)n2cccc2)cc1 (stereo not drawn)
    -11% | x | x | 7% | 10%[10 µM] | -14%[9.22 µM] | -3%
- Cc1cccc(NC(=O)c2ccc(N3CCOCC3)c([N+](=O)[O-])c2)n1
    -5% | u | -5% | -5% | -14%[10 µM] | -26% | 8%
- O=C(CCNc1ccc(F)c(Cl)c1)c1ccco1
    2% | 5% | -5% | 7% | 18%[10 µM] | 13% | -18%
- CC(=O)Nc1ccc(S(=O)(=O)NC2=NCN(CCOC(=O)c3ccccc3)CN2)cc1
    1% | 5% | -3% | -1% | -2% | u | -3%
- O=C(CSc1nnnn1-c1ccccc1)NC1CCCc2ccccc21 (stereo not drawn)
    7% | -1% | -1% | -4% | 12%[10 µM] | u | -6%
- COc1ccc(C)cc1S(=O)(=O)N(C)CC(=O)Nc1ccc2c(c1)OCCO2
    -6% | -16% | u | 6% | 9%[10 µM] | -2% | 2%
- CCCCCCCc1ccc(C2NC(=S)NC3=C2C(=O)c2ccccc23)cc1 (stereo not drawn)
    -5% | x | x | 4% | 22%[10 µM] | 9%[9.22 µM] | 2%
- O=C(c1ccc(-c2ccc(Cl)cc2Cl)o1)N1CCOCC1
    29% | x | 2% | 1% | -133% | u | 6%
- CC1OC2(C)OC(=N)C1(C#N)C(C#N)(C#N)C2c1ccccc1 (stereo not drawn)
    1% | 2% | -4% | 5% | 5%[10 µM] | 7% | -6%
- O=C(NCCC1=CCCCC1)c1cc2c(s1)CS(=O)(=O)C2
    3% | -14% | 1% | 9% | 3%[10 µM] | 12% | -5%

Laid out differently: entries from further up.
molecule | GAA glycogen | LMNA splice mod | GAA inhib | CBFb RUNX1 block | HTT ATP protect | HttQ103 aggreg | aGlu spleen mod
O=C(CSc1nnnn1-c1ccccc1)NC1CCCc2ccccc21 (stereo not drawn) | 7% | -1% | -1% | -4% | 12%[10 µM] | u | -6%
COc1ccc(/C=C2\OC(=S)N(C)C2=O)cc1 | -6% | u | 1% | 11% | -17%[10 µM] | -9% | -12%
Cc1cc(C)cc(N(C(=O)c2snc(C(N)=O)c2N)C(C(=O)NCC2CCCO2)c2cccs2)c1 (stereo not drawn) | 8% | x | -3% | 4% | -77%[inhibitor] | u | 5%
CC(=O)Nc1ccc(S(=O)(=O)NC2=NCN(CCOC(=O)c3ccccc3)CN2)cc1 | 1% | 5% | -3% | -1% | -2% | u | -3%
Nc1ccc(C(=O)N/N=C/c2ccccc2)cc1 | -3% | -4% | 4% | 2% | -37% | -3% | 1%

Continuation:
The line under a structure holds: GAA glycogen | LMNA splice mod | GAA inhib | CBFb RUNX1 block | HTT ATP protect | HttQ103 aggreg | aGlu spleen mod
- COc1ccccc1OCc1nc(Cc2ccc(Cl)cc2)no1
    2% | -10% | -8% | 29% | 14% | 3% | -21%
- COc1ccc(NC(=O)CSc2nc(-c3ccc(C)cc3)cc(C(F)(F)F)c2C#N)cc1
    -2% | 6% | -2% | 7% | 15% | 12% | -4%
- COCCNC(=O)Cc1ccc(Br)cc1
    9% | -1% | 9% | 5% | -9%[10 µM] | 4% | -19%
- CC(OC(=O)CNC(=O)c1ccccc1F)C(=O)Nc1nc(-c2ccccc2)cs1 (stereo not drawn)
    -14% | u | 7% | -1% | 1%[10 µM] | -7% | 4%
- COc1ccc(-c2nn(C)c(=O)c3ccccc23)cc1NC(=O)COc1ccc(C)cc1
    -4% | -3% | -5% | -4% | -39%[inhibitor] | -22% | 3%
- Cc1ccccc1OCC1CO1 (stereo not drawn)
    x | x | x | -5%[21.7 µM] | 8% | x | 5%
- COc1ccc(CC2(CO)CCN(C/C=C/c3ccccc3OC)CC2)cc1
    -6% | u | -5% | 1% | 27%[10 µM] | -27%[9.22 µM] | -2%
- Cc1cc(C)cc(NS(=O)(=O)c2ccc(NC(=S)NC(=O)c3cccs3)cc2)c1
    -3% | u | -3% | -5% | x | -29% | -7%
- Cc1cc(C)nc(NC2=NC3CCCCC3N2)n1 (stereo not drawn)
    7% | u | -1% | 1% | 4% | -9% | -1%
- O=C(CCCSc1nnnn1-c1ccccc1)c1ccc(F)cc1
    5% | -5% | -9% | 19% | -5% | -15% | 1%
- Cc1oc(C)c(C(=O)NCCCC(=O)O)c1C(=O)NCCCC(=O)O
    0% | 1% | -4% | 2% | 11% | -7% | -10%
- CC(=O)c1c(C(C)=O)c(C)n(NC(=O)c2ccncc2)c1C
    3% | -16% | -11% | 6% | 18% | 2% | -20%
- Cc1cc(Cl)c(S(=O)(=O)Nc2ccc(S(=O)(=O)N3CCOCC3)cc2)cc1OCC(N)=O
    -14% | x | -19% | 16% | -38%[inhibitor] | 11% | -12%
- COc1ccc(C2CC3(O)CC(C#N)(C(=O)N3)C2(C#N)C#N)cc1 (stereo not drawn)
    7% | x | u | 11% | -15%[10 µM] | -13%[9.22 µM] | 1%
